Gal4-VP16 FLuc: VP16 counterscreen qHTS for inhibitors of ROR gamma transcriptional activity | Drosophila S2 Gal4-VP16 UAS-luciferase, luminescence, 20 h | Potency, µM (doses to about 53.6 µM), without a hit: at the top dose activity, negative = inhibition, actives largely listed as inhibitors | actives 3.5% (n = 310,000) | AID 2546, 2010;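 also: Gal4-VP16 expression switched on by copper sulfate through the metallothionein promoter; potency is read from the fitted curve at half-maximal effect; % is scaled to controls: 0 for no effect and ±100 for the full control effect; nearly all actives have a fitted effect of over 50% in size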
RORgamma inh: qHTS for inhibitors of ROR gamma transcriptional activity | Nuclear receptor ROR-gamma (Mus musculus), P51450 | Drosophila S2 Gal4-RORgamma UAS-luciferase reporter, 20 h | Potency, µM (top dose mostly 53.6 µM), inactives show at the highest dose activity change, negative = inhibition, hits mostly inhibitors | actives 5.4% (n = 310,000) | AID 2551, 2010; also: potency is read from the fitted curve at half-maximal effect; % is scaled to controls: 0 for no effect and ±100 for the full control effect; nearly all actives have a fitted effect of over 60% in size
Target sequence (P51450 whole entry, looked up, the tested form may be a part): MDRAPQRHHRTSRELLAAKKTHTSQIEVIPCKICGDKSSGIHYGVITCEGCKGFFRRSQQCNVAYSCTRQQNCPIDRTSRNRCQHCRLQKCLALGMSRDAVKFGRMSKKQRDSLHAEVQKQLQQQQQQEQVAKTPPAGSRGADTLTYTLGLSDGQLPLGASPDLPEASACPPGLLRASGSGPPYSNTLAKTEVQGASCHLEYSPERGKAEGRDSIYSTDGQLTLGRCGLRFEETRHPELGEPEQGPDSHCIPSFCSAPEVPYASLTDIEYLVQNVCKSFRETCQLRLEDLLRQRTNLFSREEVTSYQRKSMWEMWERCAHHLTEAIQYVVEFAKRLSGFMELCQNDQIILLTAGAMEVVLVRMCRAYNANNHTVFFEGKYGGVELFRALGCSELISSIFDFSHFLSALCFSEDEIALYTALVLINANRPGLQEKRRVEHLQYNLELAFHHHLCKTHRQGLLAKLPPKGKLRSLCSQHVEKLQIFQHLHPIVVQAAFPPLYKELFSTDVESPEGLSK
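Read-out: Photinus luciferase luminescence; inhibitors lower reporter signal. Insect Schneider cells with Gal4-ROR gamma fusion under metallothionein promoter, UAS reporter; 700 uM final copper sulfate induction, 20 hr, ambient temperature.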
p53 reactivator: qHTS assay for re-activators of p53 using a Luc reporter; H1299 p53-A138V BP100-luciferase reporter, luminescence, 24 h; Potency, µM (top dose mostly 92.2 µM), for inactives: at the top dose activity change, positive = activation, most hits filed as activators; actives 0.063% (n = 320,000); also: potency is read from the fitted curve at half-maximal effect; % of control where 0% means no effect; nearly all actives have a fitted effect of over 45% in size
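H1299 (p53-null), stable ts p53-A138V + BP100-Luc; 1000 cells/well, Opti-MEM/10% FBS; cpd 4 pt, 1:5; 24 h, 37 deg C, 5% CO2; detection reagent 10 min RT; luminescence.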
PKM2 act: qHTS Assay for Activators of Human Muscle isoform 2 Pyruvate Kinase | Pyruvate kinase PKM (Homo sapiens), P14618 | purified PKM2, Kinase-Glo ATP luminescence, activation; response scale: 0% is enzyme alone, no compound | AID 1631, 2009 | actives 0.34% (n = 260,000) | Potency, µM (series often up to 57.5 µM), for inactives: top-dose activation, hits mostly activators; also: potency is read from the fitted curve at half-maximal effect; % is scaled to controls: 0 for no effect and ±100 for the full control effect; nearly all actives have a fitted effect of over 55% in size
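Purified hPK-M2 (>95% pure) converted ADP (0.1 mM final) to ATP with 0.5 mM PEP in 50 mM imidazole pH7.2, KCl, MgCl2, Tween 20, BSA; 1 h at room temperature. ATP detected by Kinase-Glo luminescence.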
NPC1 promoter act: qHTS Assay for NPC1 Promoter Activators | Huh7 NPC1 promoter luciferase reporter, 24 h | Potency, µM (highest dose often 9.22 µM), without a hit: top-dose activation, most hits filed as activators | actives 2.4% (n = 320,000);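 also: potency is read from the fitted curve at half-maximal effect; % of control where 0% means no effect; nearly all actives have a fitted effect of over 60% in size; reporter is driven by a mutant NPC1 promoter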
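Huh7 reporter cells (NPC1 promoter driving luciferase) are dosed with compound for 24 h at 37 °C, 5% CO2; luciferase detection reagent is then added and luminescence measured after 10 min at ambient temperature.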
BRCA1 expr act: qHTS Assay to Identify Small Molecule Activators of BRCA1 Expression. MCF7-BRCA1-FFLuc reporter, luminescence, 48 h; response scale: scaled: vehicle 0%, 10 µM genistein 100%. Potency, µM (top dose mostly 46.1 µM), without a hit: at the highest dose activation, hits mostly activators. actives 1.1% (n = 380,000); also: potency is read from the fitted curve at half-maximal effect; nearly all actives have a fitted effect of over 80% in size; some results filed as inactive show a strong effect at the top dose
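Using MCF7 cells harboring a BRCA1 firefly luciferase reporter, plated 2 h before compound pinning, the screen measured luminescence after 48 h incubation. Responses were normalized to DMSO and 10 microM genistein, then fitted for concentration-effect.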
Rab9 promoter act: qHTS Assay for Rab9 Promoter Activators; Potency, µM (highest dose often 9.22 µM), for the others: top-dose activation, negative = inhibition, actives largely listed as activators; AID 485297, 2010; actives 2.8% (n = 320,000); Huh7 Rab9 promoter-luciferase reporter, luminescence, 24 h; also: potency is read from the fitted curve at half-maximal effect; % of control where 0% means no effect; nearly all actives have a fitted effect of over 60% in size
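Huh7 cells stably carrying a Rab9 promoter-luciferase reporter, 1500 cells per well in OP-MEM I with 10% FBS, treated with compound 24 hours at 37C. Luciferase activity read by luminescence after 10 minutes with Amplite reagent.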
Giardia killer: Small Molecules that selectively kill Giardia lamblia: qHTS; Giardia lamblia trophozoite viability; activity change, % at 7.66 µM, hits read low; actives 0.15% (n = 340,000); in the data active = activity change below about -80%; inconclusive = between about -30% and that limit;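 also: parasites exposed to compound for two days anaerobically before the ATP read; % is scaled to controls: 0 for no effect and ±100 for the full control effect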
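Luminescent ATP signal served as the viability read-out, measured 15-30 min after adding ATP detection reagent to trophozoites that had been incubated with compounds for 48 hrs at 37 deg C anaerobically at 100 cells/well.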
Menin-MLL TR inh: qHTS Assay for Inhibitors Targeting the Menin-MLL Interaction in MLL Related Leukemias: Competition With Texas Red Labeled MLL-derived Mutant Peptide. actives 0.23% (n = 270,000). AID 1768, 2009. Potency, µM (titrated, usually from 61.6 µM), for the others: at the highest dose FP activity change, negative = inhibition, hits mostly inhibitors. Menin + Texas Red MLL mutant peptide, fluorescence polarization; active = well fitted inhibition curve with a large enough effect in the polarisation, with a control signal flat, not every such curve was filed as active; inconclusive = small, poorly fitted or top-dose-only effect, or effect the other way, or a change in a side signal; inactive = no such curve, though single readings can be large or run the other way; the % refers to the polarisation; also: potency is read from the fitted curve at half-maximal effect; % of control where 0% means no effect; many of its hits are not listed in these tables
Target sequence (O00255 whole entry, looked up): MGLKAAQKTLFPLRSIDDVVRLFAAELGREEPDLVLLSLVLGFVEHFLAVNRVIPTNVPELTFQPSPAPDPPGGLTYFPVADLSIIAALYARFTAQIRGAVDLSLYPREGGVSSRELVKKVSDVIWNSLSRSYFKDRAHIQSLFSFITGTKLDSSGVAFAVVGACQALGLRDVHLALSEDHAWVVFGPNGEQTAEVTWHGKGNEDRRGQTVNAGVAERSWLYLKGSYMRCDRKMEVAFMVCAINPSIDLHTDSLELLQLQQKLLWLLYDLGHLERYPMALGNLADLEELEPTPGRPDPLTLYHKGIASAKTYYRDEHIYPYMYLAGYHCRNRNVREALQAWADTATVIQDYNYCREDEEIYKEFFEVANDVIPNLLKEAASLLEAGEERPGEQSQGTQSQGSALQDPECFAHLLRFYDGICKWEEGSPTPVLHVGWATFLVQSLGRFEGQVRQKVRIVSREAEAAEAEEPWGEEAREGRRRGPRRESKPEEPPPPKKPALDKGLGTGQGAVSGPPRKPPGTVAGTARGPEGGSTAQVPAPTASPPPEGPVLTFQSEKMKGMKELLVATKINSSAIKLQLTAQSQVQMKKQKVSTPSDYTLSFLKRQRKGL
ELG1 genotoxic: qHTS screen for small molecules that induce genotoxicity in human embryonic kidney (HEK293T) cells expressing luciferase-tagged ELG1. HEK293T ELG1-luciferase reporter, luminescence, 16 h. Potency, µM (titrated, usually from 46 µM), without a hit: at the top dose activity change, positive = activation, hits mostly activators. actives 1.3% (n = 330,000); also: potency is read from the fitted curve at half-maximal effect; % of control where 0% means no effect; nearly all actives have a fitted effect of over 60% in size
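Screening used a luciferase reporter fused to human ELG1 in HEK293T cells. Luminescence was read on a CCD plate imager after 16 hr exposure and 30 min ONE-Glo incubation.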
FLuc counter: qHTS profiling assay for firefly luciferase inhibitor/activator using purifed enzyme and Km concentrations of substrates (counterscreen for miR-21 project); Luciferin 4-monooxygenase (Photinus pyralis), P08659; purified FLuc, Km substrates, luminescence inhibition; Potency, µM (top dose mostly 57.5 µM), for the others: top-dose activity change, negative = inhibition, most hits filed as inhibitors; actives 6.9% (n = 360,000);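 also: potency is read from the fitted curve at half-maximal effect; plate controls were vehicle for no effect and reference inhibitor for full effect; nearly all actives have a fitted effect of over 55% in size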
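Purified P. pyralis luciferase (10nM final) with 10uM D-luciferin and 10uM ATP (Km levels) in 50mM Tris acetate pH 7.5, 10mM Mg acetate, 0.01% Tween-20, 0.05% BSA; qHTS 6-point titration, ~60 µM downward; luminescence read.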
Numbers without * were called inactive; ? = inconclusive; · = no result given; & = joins results of further samples; [ ] = dose if it differs, or a comment. Unless noted, calls follow the shape of the dose curve; as a rule, active = well fitted curve in the direction sought with a large enough effect; inconclusive = small, poorly fitted or top-dose-only effect, or another doubt; inactive = no such curve, though single readings can be large; an effect the other way counts as inactive or inconclusive.

SMILES	Gal4-VP16 FLuc	RORgamma inh	p53 reactivator	PKM2 act	NPC1 promoter act	BRCA1 expr act	Rab9 promoter act	Giardia killer	Menin-MLL TR inh	ELG1 genotoxic	FLuc counter
COC(=O)[C@@H]1C[C@H]2CC[C@H](O)C[C@H]2N1Cc1ccc(Cl)cc1	3%&-3%	-4%&-10%	-1%	4%&-11%	-4%	0%	-5%	-28	-7%	0%	0%
C[N+](C)(C)C[C@H](O)CC(=O)[O-]	·	·	-9%	·	-2%	6%	1%	-1	·	?	1%
CN(C)CCNc1nc2sc3c(c2c(=O)n1CCc1ccccc1)CCCCC3	-5%	-2%	3%	1%	-3%	-77%[inhibitor]	-8%	-18	·	0%	-9%
Nc1ccc(C(=O)OCC(=O)NC2CCS(=O)(=O)C2)cc1[N+](=O)[O-] (configuration not stated)	-5%	30%	1%	-5%	-3%	-3%	-5%	-13	·	2%	2%
CC1CCCCC1NS(=O)(=O)CCNC(=O)c1ccccc1 (configuration not stated)	·	·	-3%	·	-1%	-16%	-4%	-13	·	6%	1%
CC12CCC(C(=O)N(CC(O)CN3CCCCC3)C1=O)C2(C)C (configuration not stated)	-13%	44%	3%	-7%	0%	-2%	16%	-6	-12%	-4%	5%
Cn1cc(Br)c(-c2cccc(NC(=O)CCC(=O)O)c2)n1	0%	16%	-2%	-1%	1%	0%	1%	12	·	2%	-3%
CC(C)(C)NC(=O)CC(c1ccccc1)c1ccccc1O (configuration not stated)	14%	-2%	-1%	0%	-6%	-12%	19%	-4	3%	0%	-1%
CCn1nc(C)cc1C(=O)Sc1cccc(Cl)c1	?	?	1%	3%	-4%	5%	-3%	-8	·	-3%	-14%
O=C(CCCn1c(=S)[nH]c2cc3c(cc2c1=O)OCO3)N1CCN(c2ccc(F)cc2)CC1	?	7.9µM*	-7%	-2%	-3%	-63%	0%	11	-1%	-14%	0%
CC(=O)c1ccc(OCC(=O)NCc2ccc(F)cc2)cc1	-11%	15%	-5%	0%	-6%	25%	-3%	3	-1%	6%	0%
CCN(CC)c1ncnc2sc(C(=O)N3CCN(c4ccccc4)CC3)c(C)c12	·	19%[0.365 µM]	-9%	4%	0%	-32%	1%	-19	1%	-14%	3%
Cc1cc(F)ccc1NC(=O)c1cc(S(=O)(=O)N2CCOCC2)cn1C	1%	-1%	·	-1%	-2%	37%	9%	2	6%	4%	-3%
O=C(NCCC1=CCCCC1)c1ccc(F)c(S(=O)(=O)N2CCOCC2)c1	2%	?	?	2%	5%	38%	-1%	-3	13%	1%	-2%
COc1cc(/C=C/c2ccc3c(Br)cc(Br)c(O)c3n2)ccc1O	0.32µM*	0.4µM*	7%	8%	-11%	-77%	-33%[inhibitor]	10	?	?	-4%
CN(C)c1ccc(/C=C(\NC(=O)c2ccccc2)C(=O)NCCN2CCOCC2)cc1	-9%	-29%	-1%	0%	0%	-2%	0%	8	12%	0%	-3%
CC(Cc1ccccc1)C(=O)NCCO (configuration not stated)	-15%&-17%	1%&-4%	3%	-3%&-6%	-1%	0%	-4%	?	8%&-8%	-3%	-1%
Cc1ccc(S(=O)(=O)N2CCN(C(=O)C3Cc4ccccc4CN3C(=O)c3ccco3)CC2)cc1 (configuration not stated)	8%	38%	-7%	-10%	-1%	-29%	5%	-3	8%	-7%	-10%
N#Cc1ccc(S(=O)(=O)NCC(=O)OCC(=O)N2CCCC2=O)cc1	·	·	0%	·	0%	12%	-3%	-6	·	-6%	3%
COc1ccc2ccc(=O)oc2c1CC(O)C(C)(C)O (configuration not stated)	0%	23%	0%	-4%	-3%	11%	-3%	3	·	-5%	2%
CCn1c(SCC(=O)NCC2CCCO2)nnc1-c1ccc(Cl)cc1 (configuration not stated)	8%	1%	15%	1%	-3%	9%	0%	0	-10%	0%	6%
O=C(COC(=O)CCCSc1nc2ccccc2[nH]1)Nc1ccc(Cl)cc1	-3%	2%	-6%	0%	-5%	-21%	-6%	2	4%	2%	19µM*
CCCSc1ccc([C@@H]2[C@H]3C(=O)N(CC)C(=O)[C@H]3[C@]3(C(=O)OC)CCCN23)cc1	·	·	-1%	·	0%	-2%	-7%	-18	·	-1%	2%
Cc1cccc(C)c1OCC(O)Cn1c2ccccc2c2ccccc21 (configuration not stated)	-9%	?	-12%	0%	-2%	-56%	4%	9	?	-4%	3%
CC(C)CCN1CCN(Cc2ccsc2)CC1CCO (configuration not stated)	-1%	0%	-5%	-1%	1%	8%	-3%	-19	8%	0%	-2%
COc1ccc(/C=N/NC(=O)c2ccncc2)cc1CSc1nc2ccccc2s1	6.3µM*	7.1µM*	?	-21%	-2%	-18%	0%	7	?	1%	?
COc1ccccc1S(=O)(=O)Cc1ccc(C(=O)NCc2ccccc2)o1	17%	5%	6%	·	-1%	3%	1%	-15	0%	-4%	1%
O=C(C1CCN(S(=O)(=O)N2CCOCC2)CC1)N1CCN(c2ccccc2F)CC1	-7%	3%	-1%	6%	-16%	-3%	-10%	1	0%	-6%	0%
CCOc1cc(C(=O)NC(C)CC)cc(OCC)c1OCC (configuration not stated)	-5%	7%	-20%	-3%	0%	-34%	6%	-7	-7%	-1%	2%
CS(=O)(=O)N(C(=O)NC(=O)NC12CC3CC(CC(C3)C1)C2)C1CCCCC1	-6%[10 µM]	25%	1%	1%	1%	-12%	-9%	-17	-1%	9%	1%
COc1cccc(CNC(=O)CCC2CCCN(C3CCOCC3)C2)c1 (configuration not stated)	0%	22%	1%	-3%	1%	-12%	-7%	10	-14%	0%	5%
CC(C)CC(c1nnnn1CC1CCCO1)N1CCN(c2cccc(Cl)c2)CC1 (configuration not stated)	-1%	?	9%	-6%	-2%	-43%	-5%	0	-22%	-4%	4%
CCOc1cc(/C=N/NC(=O)c2ccncc2)ccc1OC(=O)c1ccco1	-9%	0%	7%	·	-1%	16%	0%	-4	·	-3%	-7%
O=C(c1cccc(Oc2ccccc2)c1)N1CCN(c2ccccn2)CC1	12%	42%	-1%	0%	-3%	-6%	-7%	23	?	-3%	-9%
CC(C)c1ccc(N=C2NN=C(c3cccs3)CS2)cc1	?	13µM*	?	-11%	2µM*	?	0.71µM*	3	?	?	6µM*
CC(CC(=O)N1CCN(c2ccccc2)CC1)c1ccccc1 (configuration not stated)	-3%	13%	-9%	-4%	-2%	-12%	-1%	6	1%	0%	0%
Cc1ccc(-c2nnc(SCC(=O)Nc3cccc(C(=O)N4CCOCC4)c3)n2C)cc1	0%	10%	6%	0%	0%	?	-6%	15	6%	1%	-8%
Cc1ccc([N+](=O)[O-])cc1NC(=S)NCCc1ccccc1	?	13µM*	11%	·	-3%	-23%	-2%	16	·	-6%	0%
Cc1ccc(C(=O)N/C(=C/c2ccco2)C(=O)N2CCCCCC2)cc1	-3%	2%	-2%	·	-1%	-21%	4%	-7	-12%	3%	-1%
Cc1ccc(S(=O)(=O)c2nnn3c2nc(N2CCC(C(N)=O)CC2)c2ccccc23)cc1C	-4%	-9%	-17%	·	0%	-10%	-2%	-23	-11%	1%[9.26 µM]	-2%
COCCn1c(C)nc2oc3ccc(Br)cc3c(=O)c2c1=O	7%	-6%	2%	-1%	-1%	2%	-14%	-4	1%[11.7 µM]	1%	-3%
Nn1cnnc1N/N=C/c1ccc(F)cc1	?	?	-10%	6%	-2%	-92%	5%	-14	-12%	0%	4%
CN1CCN(C(=O)C2=C[C@@H](c3ccc(C(F)(F)F)cc3)C[C@@H](OCc3ccc(CO)cc3)O2)CC1	-3%	-8%	-5%	-1%	0%	4%	8%	-13	-15%	-1%	1%
COc1ccc(NC(=O)Cn2c(=O)n(-c3ccc(OC)cc3OC)c(=O)c3c(C)c(C)sc32)cc1	-9%	22%	-8%	9%	-5%	-22%	-8%	-20	-1%	1%	7%
CC(C)=CC(=O)OCc1csc(CC(=O)Nc2ccccc2C)n1	1%	-6%	2%	4%	-1%	-2%	2%	4	·	0%	0%

A portion of the library; count on the stated rates, not on these rows.
